Screens deposited in PubChem by National Center for Advancing Translational Sciences (NCATS).
ERG-DNA inh: ERG Ets/DNA interaction inhibition | fluorescence polarization, His-ERG Ets domain / labelled DNA | Potency, µM (titrated, usually from 76.9 µM), for the others: at the highest dose FP activity, negative = inhibition, actives largely listed as inhibitors | 0.028% of 370,000 active | AID 624246; active = well fitted inhibition curve with a large enough effect in the polarisation, with a control signal flat; inconclusive = small, poorly fitted or top-dose-only effect, or effect the other way, or a change in a side signal; inactive = no such curve, though single readings can be large or run the other way; the % refers to the polarisation;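 note: polarization taken with two DNA probes labelled with fluorescein and Texas red; potency is the fitted concentration of half-maximal effect; % of control where 0% means no effect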
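His-tagged ERG Ets domain (1 uM in the protein solution; 300mM KCl, 50mM Tris-HCl, 1mM EDTA, 1mM DTT, pH 7.5) received compound, then a probe mix of 5 nM fluorescein-DNA and 100nM Texas-615-DNA. Fluorescence polarization was read for both dyes.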
BAZ2B block: inhibitors of human BAZ2B bromodomain | 4.4% of 360,000 active | Potency, µM (series often up to 114 µM), for inactives: at the highest dose activity change, negative = inhibition, actives largely listed as inhibitors | Q9UIF8 | AlphaScreen BAZ2B-H3K14Ac peptide displacement; note: potency is the fitted concentration of half-maximal effect; % is set by controls: 0 for no effect and ±100 for the full control effect; nearly all actives have a fitted effect of over 60% in size
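Compounds, titrated to a top concentration of 110 uM, were incubated 30 min at room temperature with preformed BAZ2B/acetyl-K14 H3 peptide complex (50 nM each). Proximity signal was measured by AlphaScreen after 20 min with beads.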
GLS inh: blocks human kidney-isoform glutaminase activity. GLS enzymatic activity, qHTS titration. Potency, µM (top dose mostly 45.5 µM), inactives show top-dose activity change, negative = inhibition, most hits filed as inhibitors. 0.21% of 410,000 active. O94925. AID 624170; note: potency is the fitted concentration of half-maximal effect; % is set by controls: 0 for no effect and ±100 for the full control effect
Target sequence (O94925 whole entry, looked up, canonical isoform): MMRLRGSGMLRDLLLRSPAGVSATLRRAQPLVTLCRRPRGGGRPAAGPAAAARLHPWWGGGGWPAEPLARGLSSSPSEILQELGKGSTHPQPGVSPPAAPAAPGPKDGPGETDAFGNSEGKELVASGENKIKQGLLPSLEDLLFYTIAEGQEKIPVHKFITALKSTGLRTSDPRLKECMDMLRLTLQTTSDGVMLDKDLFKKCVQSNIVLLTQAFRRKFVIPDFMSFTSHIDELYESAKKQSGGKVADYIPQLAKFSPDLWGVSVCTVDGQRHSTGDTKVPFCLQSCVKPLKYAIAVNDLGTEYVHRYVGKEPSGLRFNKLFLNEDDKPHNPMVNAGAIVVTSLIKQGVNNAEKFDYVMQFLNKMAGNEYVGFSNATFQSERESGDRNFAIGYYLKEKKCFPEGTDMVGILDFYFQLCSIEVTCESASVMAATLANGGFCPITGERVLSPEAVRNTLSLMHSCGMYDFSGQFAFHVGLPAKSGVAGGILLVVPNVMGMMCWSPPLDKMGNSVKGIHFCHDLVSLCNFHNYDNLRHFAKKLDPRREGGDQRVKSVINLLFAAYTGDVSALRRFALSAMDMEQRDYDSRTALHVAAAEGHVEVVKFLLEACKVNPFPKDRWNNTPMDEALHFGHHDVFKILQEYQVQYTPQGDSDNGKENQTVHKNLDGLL
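Compounds were pin-transferred onto hKGA, after which L-glutamine (1 mM solution) and a detection mix of glutamate oxidase, HRP and Amplex Red were added. Initial and 30 min RT fluorescence reads were collected.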
HP1b chromo inh: HP1-beta chromodomain-methylated histone interaction inhibition | P83916 | AlphaScreen HP1-beta / biotin-H3K9me3 peptide binding | Potency, µM (top dose mostly 114 µM), for inactives: top-dose activity change, negative = inhibition, actives largely listed as inhibitors | 0.56% of 390,000 active | AID 540317; note: potency is the fitted concentration of half-maximal effect; nearly all actives have a fitted effect of over 70% in size; inactives centre near 23
Target sequence (P83916 whole entry, looked up): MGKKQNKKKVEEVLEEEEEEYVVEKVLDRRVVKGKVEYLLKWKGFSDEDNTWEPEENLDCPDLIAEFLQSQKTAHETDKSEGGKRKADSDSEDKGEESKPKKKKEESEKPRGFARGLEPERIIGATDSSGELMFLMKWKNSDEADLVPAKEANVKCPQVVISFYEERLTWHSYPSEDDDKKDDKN
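HP1-beta protein (50 nM final) preincubated 30 min at room temperature with biotinylated H3(1-18)K9me3 peptide (50 nM) in PBS pH 7.4, 0.01% Tween-20, then compound added for 30 min. AlphaScreen streptavidin donor/nickel chelate acceptor beads (10 ug/mL final), 30 min dark, luminescence read.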
G9a block: blocks human histone lysine methyltransferase G9a; 8.8% of 350,000 active; G9a H3K9 monomethylation, AlphaScreen, 2 h; Potency, µM (series often up to 102 µM), for the others: top-dose activity, negative = inhibition, usual class: inhibitors; Q96KQ7; note: potency is the fitted concentration of half-maximal effect; % is set by controls: 0 for no effect and ±100 for the full control effect; nearly all actives have a fitted effect of over 75% in size
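Chemiluminescent proximity detection of H3K9 monomethylation, read after 10 min bead incubation in the dark. Reaction: 20 nM G9a, 500 nM biotin-H3K9 peptide, 20 uM SAM cofactor, 2 h, room temperature, following 15 min enzyme-compound preincubation.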
Pin1 inh: blocks the human prolyl isomerase Pin1. Pin1 FP peptide displacement, HiFluor488, 10 min. Potency, µM (top dose mostly 115 µM), for inactives: at the highest dose activity, negative = inhibition, hits mostly inhibitors. 0.009% of 390,000 active; active = well fitted inhibition curve with a large enough effect in the polarisation, with a control signal flat, not every such curve was filed as active; inconclusive = small, poorly fitted or top-dose-only effect, or effect the other way, or a change in a side signal; inactive = no such curve, though single readings can be large or run the other way; the % refers to the polarisation; note: potency is the fitted concentration of half-maximal effect; % is set by controls: 0 for no effect and ±100 for the full control effect
Target sequence (Q13526 whole entry, looked up): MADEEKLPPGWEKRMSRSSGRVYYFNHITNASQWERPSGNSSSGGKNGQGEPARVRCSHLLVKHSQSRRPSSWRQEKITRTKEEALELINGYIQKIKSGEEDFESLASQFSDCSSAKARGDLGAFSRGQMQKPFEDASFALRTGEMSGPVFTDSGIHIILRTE
JMJD2A Tudor inh: inhibitors of human JMJD2A Tudor domain; O75164; AlphaScreen JMJD2A-Tudor / H3K4me3 peptide binding; Potency, µM (series often up to 114 µM), without a hit: at the highest dose activity change, negative = inhibition, usual class: inhibitors; 4.4% of 390,000 active; AID 504339; note: potency is the fitted concentration of half-maximal effect; % is set by controls: 0 for no effect and ±100 for the full control effect; nearly all actives have a fitted effect of over 50% in size
PI4K2A inh: blocks human PI4K2A kinase activity; 0.13% of 420,000 active; activity change, negative = inhibition, % at 76.9 µM; purified PI4K2A, ADP-Glo luminescence, 1 h; active compounds read low; AID 1346378; Q9BTU6; in the data active = activity change below about -50%; inconclusive = mostly about -30% to -49%;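 note: -100% = wells without enzyme as full effect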
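ADP-Glo luminescence measured ADP generated by PI4K2A enzyme (4 ug/mL before mixing) with 1.2 mM PI substrate (pre-mix) and 300 microM ATP (pre-mix). Tris pH7.5 buffer with MgCl2, Triton X-100; 1 h reaction at ambient temperature.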
PGK inhibitor: T. brucei PGK inhibition; P07378; PGK/GAPDH coupled, Kinase-Glo luminescence, 60 min; Potency, µM (top dose mostly 57.5 µM), inactives show at the top dose activity change, negative = inhibition, hits mostly inhibitors; 0.043% of 380,000 active; AID 602233; note: potency is the fitted concentration of half-maximal effect; % is set by controls: 0 for no effect and ±100 for the full control effect; nearly all actives have a fitted effect of over 60% in size
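Recombinant glycosomal PGK reaction used 1,3-bisphosphoglycerate generated in-well by GAPDH (100nM final) in 100mM TEA pH 7.6, 5mM MgCl2, 0.01% Tween-20. After 60 minutes at room temperature, ATP was read by Kinase-Glo Plus luminescence end-point.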
Starred values were filed as active, the others as inactive; i = inactive; ? = inconclusive; . = no result given; & = joins results of further samples; [ ] = dose if it differs, or a comment. Unless noted, calls come from the whole dose curve; as a rule, active = well fitted curve in the direction sought with a large enough effect; inconclusive = small, poorly fitted or top-dose-only effect, or another doubt; inactive = no such curve, though single readings can be large; an effect the other way counts as inactive or inconclusive.

G9a block,ERG-DNA inh,PI4K2A inh,HP1b chromo inh,Pin1 inh,JMJD2A Tudor inh,PGK inhibitor,GLS inh,BAZ2B block,Molecule
-8%[59 µM],6%,1,11%,2%,-10%,0%,6%,?,CCOC(=O)c1cc(-c2cccs2)nn1CCC#N
4%,-1%,4,19%,-14%,-28%,7%,-2%,3%,O=C(NCc1cccnc1)C1c2ccccc2C(=O)N1Cc1ccccc1 (stereo unspecified)
-7%[59 µM],2%,1,26%,-4%,-18%[11.4 µM],0%,-21%,6%,Cn1c(=O)[nH]c(=O)c2c1nc(Br)n2Cc1ccccc1Cl
18%[2.33 µM],-3%,3,-17%,2%,?,-5%,24%,?,Cc1ccsc1/C=N/N1CCN(c2ccccc2)CC1
-14%[59 µM],4%,-1,17%,-5%,-27%,i,-6%,-19%,N#CC(C#N)=Cc1ccc(OCC(=O)N2CCOCC2)cc1
-16%[12.7 µM],0%,6,26%,-9%,?,-7%,32%[activator],-10%,CCOc1cc(C2/C(=C(\O)c3cc(C)ccc3C)C(=O)C(=O)N2CCN(C)C)ccc1O (stereo unspecified)
40µM*,15%,2,4%,44%[activator],?,-10%,-11%,-33%[57.1 µM],CCOc1ccc(-n2c(SCC(=O)Nc3ccc(OC)cc3)nc3sc4c(c3c2=O)CCN(C)C4)cc1
5%[59 µM],5%,-1,43%[activator],1%,0%,6%,-3%,-2%,CC(C)(C)c1ccc(C(=O)Nc2ccc(NC(=O)c3ccc(Cl)c(Cl)c3)cc2)cc1

Later entries:
G9a block,ERG-DNA inh,PI4K2A inh,HP1b chromo inh,Pin1 inh,JMJD2A Tudor inh,PGK inhibitor,GLS inh,BAZ2B block,Molecule
.,-9%,0,21%,1%,-3%,-1%,7%,-6%,CN(CC1CCOCC1)C(=O)c1ccc2nc(Cc3cccc(Cl)c3)oc2c1
?,-7%,-2,45%[activator],-18%,-12%,0%,-1%,16%&-9%,COCCN=C1N[C@@H](c2ccccc2)C(C(=O)OC)=C(C)N1Cc1ccccc1
5µM*,-6%,3,43%[activator],-3%,19%,-3%,1%,?,O=C1/C(=C/c2ccccc2F)SC(=S)N1CC(=O)N1CCCCC1c1cccnc1 (stereo unspecified)
.,1%,-12,41%[activator],1%,-10%,4%,-5%,-5%,O=C(Nc1nccs1)c1cccc(S(=O)(=O)N2CCCC2)c1
4%[59 µM],-16%,3,51%[activator],-8%,-7%,-9%,2%,-3%,CS(=O)(=O)N(CC(=O)N/N=C/c1ccccc1C(=O)O)c1cccc(Cl)c1Cl
-11%[59 µM],.,-1,28%,1%,-7%,i,36%[activator],-4%,Cc1c(CNC(=O)c2cnn3c2NC(c2ccccc2)CC3C(F)(F)F)cnn1C (stereo unspecified)
.,?,2,20%[57 µM],-3%,-1%,-5%,-5%,.,c1ccc(Oc2ncnc3ccccc23)cc1
20%,-5%,-6,14%,-7%,-9%,6%,17%,7%,CN(C)c1nc(N)ncc1-c1ccc(Oc2ccccc2)cc1

Carrying on.
G9a block,ERG-DNA inh,PI4K2A inh,HP1b chromo inh,Pin1 inh,JMJD2A Tudor inh,PGK inhibitor,GLS inh,BAZ2B block,Molecule
6%[0.501 µM],2%,20,26%,3%,-6%,5%,23%,?,O=C(NNC(=O)c1csc(N2CCOCC2)n1)c1ccc(Cl)nc1
.,1%,0,39%[activator],8%,-2%,-2%,5%,6%,O=C(O)C1CC1C(=O)Nc1cc(F)ccc1F (stereo unspecified)
4%[0.501 µM],-4%,4,11%,6%,-14%,0%,0%,13%,CCOc1ccccc1N1CC(C(=O)N(Cc2nnc(-c3ccccc3Cl)o2)C2CC2)CC1=O (stereo unspecified)
-3%[59 µM],-4%,-1,17%[57 µM],-1%,-15%,10%,8%,-7%,CCOc1ccc(NC(=O)c2sc3nc(-c4ccc(OC)cc4)cn3c2C)cc1
-9%,-5%,0,8%,1%,-6%,5%,1%,-4%,O=C(O)c1cccc(Cn2cc(Br)cn2)c1
-1%[12.7 µM],-14%,3,63%[activator],49%[activator],18%,-12%,-2%,2%,CSc1nsc(SCC(=O)N2CCc3ccccc32)n1
0%[59 µM],2%,0,16%,2%,-3%,4%,4%,-12%,Cc1cc(C)n2nc(SCC(=O)Nc3cc(Cl)ccc3C)nc2n1
?,9%,-3,45%[activator],-1%,-14%,-11%,?,-7%,O=C(O)c1cc2n(n1)C(C(F)(F)F)CC(c1ccccc1)N2 (stereo unspecified)

(listing goes on)
G9a block,ERG-DNA inh,PI4K2A inh,HP1b chromo inh,Pin1 inh,JMJD2A Tudor inh,PGK inhibitor,GLS inh,BAZ2B block,Molecule
-15%[59 µM],4%,-21,16%,?,-11%,i,-1%,-3%,Cc1ccccc1C(=O)Nc1nc(-c2cccnc2)cs1
18%,-9%,-6,29%,-4%,-9%,-10%,-5%,0%,CCc1nn(CC(=O)N2CCN(C)CC2)c(=O)c2cccn12
-19%[59 µM],.,2,-19%,5%,?,-9%,17%,?,Cc1cccc(/C=N/N2CCN(c3ccccc3)CC2)c1
11%,1%,3,47%[activator],-3%,5%,-9%,0%,1%,S=C(NCC1CCCO1)Nc1ccccc1 (stereo unspecified)
-46%,9%,2,9%,11%,-19%,0%,-2%,-31%,COC(=O)c1ccc(/C=C2/SC(=S)N(CCC(=O)NCCCN3CCOCC3)C2=O)cc1
12%[59 µM],0%,1,23%,-1%,-6%,3%,2%,1%,Cc1ccc(-n2ncc3c(=O)n(CC(=O)NC4CCCC4)cnc32)cc1C
-7%[59 µM],4%,-6,29%[57 µM],8%,-4%,i,5%,0%,Cn1c(SCc2ccccc2F)nc2c([nH]c3ccccc32)c1=O
?,0%,1,6%,-2%,-8%,i,-1%,-18%,O=C(CSc1nccc(=O)[nH]1)c1ccco1

Quoted at random: 7 entries already listed
G9a block,ERG-DNA inh,PI4K2A inh,HP1b chromo inh,Pin1 inh,JMJD2A Tudor inh,PGK inhibitor,GLS inh,BAZ2B block,Molecule
12%[59 µM],0%,1,23%,-1%,-6%,3%,2%,1%,Cc1ccc(-n2ncc3c(=O)n(CC(=O)NC4CCCC4)cnc32)cc1C
-7%[59 µM],4%,-6,29%[57 µM],8%,-4%,i,5%,0%,Cn1c(SCc2ccccc2F)nc2c([nH]c3ccccc32)c1=O
-46%,9%,2,9%,11%,-19%,0%,-2%,-31%,COC(=O)c1ccc(/C=C2/SC(=S)N(CCC(=O)NCCCN3CCOCC3)C2=O)cc1
-19%[59 µM],.,2,-19%,5%,?,-9%,17%,?,Cc1cccc(/C=N/N2CCN(c3ccccc3)CC2)c1
11%,1%,3,47%[activator],-3%,5%,-9%,0%,1%,S=C(NCC1CCCO1)Nc1ccccc1 (stereo unspecified)
?,0%,1,6%,-2%,-8%,i,-1%,-18%,O=C(CSc1nccc(=O)[nH]1)c1ccco1
18%,-9%,-6,29%,-4%,-9%,-10%,-5%,0%,CCc1nn(CC(=O)N2CCN(C)CC2)c(=O)c2cccn12

Continuation.
G9a block,ERG-DNA inh,PI4K2A inh,HP1b chromo inh,Pin1 inh,JMJD2A Tudor inh,PGK inhibitor,GLS inh,BAZ2B block,Molecule
11%[59 µM],1%,-3,37%,4%,-10%,0%,2%,-2%,CCCCCNc1nc2c(-c3ccccc3)nnn2c2ccccc12
?,-5%,2,-13%,-5%,?,-5%,3%,71µM*,CCC1CCCCN1C(=S)NC(=O)c1ccc([N+](=O)[O-])cc1 (stereo unspecified)
-1%[59 µM],-3%,1,27%[57 µM],2%,0%,-2%,1%,5%,CCS(=O)(=O)c1ccccc1C(=O)Nc1ccc(-c2nc3ccccc3s2)cc1
32%,8%,-5,25%,-2%,-22%,-3%,2%,-6%,CCOc1ccccc1/C=C/c1onc(C)c1S(=O)(=O)N1CCC(C(=O)N2CCCCCC2)CC1
.,-6%,-12,-14%[57 µM],?,?,i,19%,.,O=C(Nc1cccc(-c2nc3ncccc3o2)c1)c1ccc2c(c1)OCO2
-8%[59 µM],-3%,-2,15%,-1%,-16%,-10%,1%,-6%,CC(C)COc1ccc(C(=O)N2CCCCC2CCN2CCOCC2)cc1 (stereo unspecified)
.,-19%,-10,68%[activator],4%,-27%,-4%,-5%,.,CCC(CO)Oc1cc(NC(=O)c2ccc(OC)cc2)c2ncn(C(C)C)c2c1 (stereo unspecified)
-48%[59 µM],-1%,1,25%,27%,-19%,-1%,7%,-8%,CCOc1ccc(NC(=O)Cn2cc(C(=O)c3ccc(OCC)cc3)c(=O)c3cc4c(cc32)OCCO4)cc1
21%[59 µM],1%,1,32%,-13%,-15%,10%,1%,-14%,Cc1ccc(-n2c(COCC(=O)O)nc3cccnc32)cc1
-17%,11%,-2,46%[activator],-7%,-3%,3%,17%,-16%,CC1(C)Oc2ccc(C(=O)NN)cc2NC1=O
?,-17%,12,40%,0%,-19%,1%,5%,?,O=C(c1ccccc1)c1nc[nH]c1C(=O)Nc1ccccn1
